# Screens (PubChem)
# TNAP inhibition: inhibition of tissue-nonspecific alkaline phosphatase – biochemical, luminescent (AID 518); one-dose inhibition, % at 20 µM; IC50 in µM for titrated hits; purified TNAP enzyme, luminescent substrate readout; higher % means a stronger effect; 64,000 compounds, 0.09% hits; in the data active = a potency from the dose series; inactive = the rest, 99 in 100 with inhibition below about 22%;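 also: plate controls were vehicle for no effect and reference inhibitor for full effect; many of its hits are not listed in these tables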
# PMK inhibit: inhibitors of Streptococcus pneumoniae phosphomevalonate kinase; AID 539; purified PMK, PK/LDH-coupled NADH absorbance 340 nm; inhibition, % at 10 µM; 65,000 compounds, 0.49% hits;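 active = top-ranked compounds by inhibition in the single 10 µM screen, taking a fixed number of the strongest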;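 also: 0% = full reaction with DMSO carrier and 100% = background rate without enzyme reaction; no value below 0 was filed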
# KRASV12 cytotoxicity: viability loss of HPDE-C7K cells – cell-based, fluorescence, HTS, primary screen (AID 431); HPDE-C7K KRASV12 cells, Alamar Blue viability, 48 h; higher % means a stronger effect; cytotoxicity, % at 10 µM; hits with a dose series show EC50 in µM; 63,000 compounds, 1.7% hits;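 active = compounds whose percent cytotoxicity in the single-dose primary screen, scaled between solvent and toxic-drug controls, exceeds 50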;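 also: 0% = DMSO solvent wells and 100% = doxorubicin-treated wells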
# DPM-DC inhibit: S. pneumoniae DPM-DC inhibition; purified DPM-DC, PK/LDH coupled NADH fluorescence; calls only at 10 µM; 65,000 compounds, 0.49% hits; AID 556;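 active = the 320 compounds with the highest percent inhibition in the single-dose primary screen, excluding strongly autofluorescent ones, cut at about 32% in these data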;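 also: kinetic rate of NADH fluorescence loss reporting ADP formed by the decarboxylase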
# HT1080 cytotoxicity: HT1080 cell viability loss – fluorescence readout (AID 620); HT1080 viability, fluorescence; higher % means a stronger effect; cytotoxicity, % at 10 µM, or EC50 in µM where a hit was titrated; 87,000 compounds, 0.42% hits;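 also: cells exposed to compound overnight then 4 h with Alamar Blue; 0% = vehicle DMSO and 100% = killing control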
# Bfl-1 inhibitors: Bfl-1 inhibitors, primary screen, biochemical, fluorescence polarization, FITC-Bid, mouse (AID 432) | displacement, % at 20 µM; hits with a dose series show IC50 in µM | FITC-Bid BH3 peptide fluorescence polarization displacement; higher % means a stronger effect | 64,000 compounds, 0.02% hits; in the data active = a potency from the dose series; inactive = the rest, 99 in 100 with displacement below about 15%; also: strong numbers were not always called active
# LYP inhibition: LYP phosphatase inhibitors, primary screen, biochemical, DiFMUP fluorescence, recombinant catalytic domain, 10 µM (AID 606) | recombinant LYP catalytic domain, DiFMUP fluorescence; higher % means a stronger effect | inhibition, % at 10 µM, or IC50 in µM where a hit was titrated | 52,000 tested, under 10 active;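 active = IC50 under 40 µM in the dose-response test; inactive = IC50 of 40 µM or more, or never dose-tested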
# Spn MK inh: inhibitors of Streptococcus pneumoniae mevalonate kinase. purified MK, PK/LDH-coupled NADH absorbance 340 nm. 65,000 compounds, 0.48% hits. inhibition, % at 10 µM;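 active = ranked among the strongest by inhibition in the single 10 µM screen, a fixed top-ranked set picked for dose follow-up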; also: no value below 0 was filed
# HPDE-C7 viability: HPDE-C7 pancreatic duct cell viability loss – fluorescence, HTS (AID 430) | HPDE-C7 pancreatic duct cells viability, fluorescence; higher % means a stronger effect | cytotoxicity, % at 10 µM; hits with a dose series show EC50 in µM | 63,000 compounds, 1.8% hits;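 also: cells exposed to compound for 48 hours before viability readout; 0% = vehicle and 100% = reference cytotoxic drug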
# PMK inhibit pilot replicates: second read-out of PMK inhibit, no call of its own (marks repeat the call); inhibition, %; measured here: pilot screen replicates
# Spn MK inh pilot replicates: further read-out of Spn MK inh, marked with its call; inhibition, %; measured here: pilot screen replicates
# DPM-DC inhibit pilot screen %: recorded beside DPM-DC inhibit, whose call it bears; inhibition, %; measured here: pilot screen trials
# The depositor's hits bear a star; i = inactive; · = not tested or not shown. Rule as the data show it, unless noted: active = cytotoxicity above about 50%; inactive = the rest.
SMILES,TNAP inhibition,PMK inhibit,KRASV12 cytotoxicity,DPM-DC inhibit,HT1080 cytotoxicity,Bfl-1 inhibitors,LYP inhibition,Spn MK inh,HPDE-C7 viability,others
COc1ccc(Cn2nnnc2C(c2ccncc2)N2CCOCC2)cc1 (stereo not drawn),8%,13,-5%,i,13%,-6%,-13%,7,-6%,PMK inhibit pilot replicates=0.5;Spn MK inh pilot replicates=0.0;DPM-DC inhibit pilot screen %=1.5
Cc1ccccc1Nc1nc(N)nc(CN2C(=O)NC3(CCCCC3C)C2=O)n1 (stereo not drawn),4%,5,-4%,i,1%,-3%,·,0,1%,
CCc1ccc(-c2ccc(C(=O)O)cc2)nc1,8%,17,-4%,i,4%,-5%,-2%,0,5%,
CCOC(=O)c1ccc2[nH]c(C)c(CN3CCN(C)CC3)c(=O)c2c1,3%,8,-16%,i,18%,6%,17%,4,-7%,PMK inhibit pilot replicates=0.0;Spn MK inh pilot replicates=0.0;DPM-DC inhibit pilot screen %=2.0
Cc1cc(NS(=O)(=O)c2ccc(NC(=O)CN3C(=O)c4ccccc4C3=O)cc2)nc(C)n1,1%,12,7%,i,1%,-2%,2%,0,2%,
Cn1c(=O)c2c(SCc3ccccn3)nc(-c3ccccc3)nc2n(C)c1=O,14%,0,7%,i,0%,3%,9%,6,21%,
CCC(C)(C)NC(=O)CN(C(=O)CCC(=O)Nc1cc(C)ccn1)c1ccc2c(c1)OCO2,8%,10,-7%,i,-1%,-7%,·,0,-11%,
CCCn1c(=O)c(C(=O)NCc2ccccn2)c(O)c2ccccc21,10%,16,-3%,i,-2%,0%,7%,11,-13%,PMK inhibit pilot replicates=0.0;Spn MK inh pilot replicates=1.0;DPM-DC inhibit pilot screen %=0.0
Cc1ccc(C(=O)CSc2nc3cc(S(=O)(=O)N4CCOCC4)ccc3o2)cc1,8%,0,-24%,i,-5%,-7%,·,7,-24%,
COc1ccccc1N1C(=O)C2C3C=CC(C3)C2C1=O (stereo not drawn),8%,11,-4%,i,4%,2%,-3%,2,-6%,
Cc1ccc(C)c(NC(=O)C2CCCN2C(=O)OC(C)(C)C)c1 (stereo not drawn),12%,0,-30%,i,7%,-1%,·,0,-17%,
CCN1CCCC1CNC(=O)c1cc(NC(C)=O)c(N(C)C)cc1OC (stereo not drawn),4%,14,8%,i,-7%,-6%,·,9,4%,
Cc1occc1-c1nnc(SCC(=O)NCc2ccc3c(c2)OCO3)n1CC(C)C,6%,0,-21%,i,-29%,-2%,·,9,-25%,
CN(C)S(=O)(=O)N(CCN1CCOCC1)Cc1ccccc1F,8%,6,9%,i,1%,0%,·,6,-17%,
COc1cc(CNC2CCCCCC2)cc(OC)c1OC,10%,8,-4%,i,-4%,-7%,0%,17,0%,
COc1ccc(C2C(C(C)=O)=C(O)C(=O)N2CCO)c(OC)c1 (stereo not drawn),9%,7,-4%,i,0%,1%,-1%,0,-13%,
O=C(NCCCN1CCCC1)C1CCN(C(=O)c2cc3sccc3n2Cc2ccc(F)cc2)CC1,-2%,10,-16%,i,-4%,-2%,8%,6,-3%,
CN(C)CCCNS(=O)(=O)c1cc(Cl)ccc1Cl,1%,10,2%,i,-5%,1%,·,5,10%,
COc1cc2c(cc1OC)CN(C(=O)CSc1nc3[nH]ncc3c(=O)n1-c1ccccc1)CC2,4%,10,8%,i,·,-10%,7%,0,3%,PMK inhibit pilot replicates=1.0;Spn MK inh pilot replicates=0.0;DPM-DC inhibit pilot screen %=0.5
CCCC(=O)Nc1ccc(Cl)c(NC(=O)c2ccco2)c1,9%,8,4%,i,5%,-5%,7%,9,-2%,
CCCCC(=O)Nc1nnc(SCC(=O)N2CCN(c3ccccc3OC)CC2)s1,-1%,3,10%,i,4%,-5%,·,0,5%,
Cc1ccc(C(=O)c2cc3c(cc2N)OCCO3)cc1,9%,27*,3%,i,0%,0%,-43%,0,2%,
O=C(Nc1cc(Cl)ccc1O)c1cc2n(n1)C(C(F)(F)F)CC(c1ccc3c(c1)OCO3)N2 (stereo not drawn),10%,9,-19%,i,3%,1%,9%,7,-9%,
Cc1ccc(-n2ncc3c(=O)n(CC(=O)Nc4cccc(Cl)c4)cnc32)cc1C,-7%,9,1%,i,0%,1%,10%,3,-1%,
CCN(CC)S(=O)(=O)c1ccc(NC(=O)Cn2cnc3ccccc3c2=O)cc1,8%,9,-7%,i,1%,-2%,5%,6,8%,PMK inhibit pilot replicates=0.0;Spn MK inh pilot replicates=0.0;DPM-DC inhibit pilot screen %=0.0
COCCn1c(C)cc(C(=O)CSc2nncn2-c2ccccc2)c1C,0%,18,-5%,i,-7%,-2%,·,0,6%,
COc1ccc(C(=O)Oc2ccc3c(c2)OCO3)cc1OC,-1%,1,-16%,i,5%,6%,4%,1,-13%,
COc1cccc(-c2nn(-c3ccccc3)cc2C(=O)O)c1,5%,15,-14%,i,-1%,-2%,·,4,-16%,
Cc1ccc(CNC(=O)c2cc3c(=O)n4ccccc4nc3n(Cc3ccco3)c2=N)cc1,13%,6,98%*,·,-5%,0%,-4%,8,104%*,
Cn1c(=O)c2c3c(sc2n2c(SCc4ccccc4)nnc12)CCCC3,12%,11,40%,i,8%,2%,8%,0,-7%,PMK inhibit pilot replicates=3.0;Spn MK inh pilot replicates=4.0;DPM-DC inhibit pilot screen %=3.0
CN1CCN(C2=C(Cl)C(=O)N(C3CCCCC3)C2=O)CC1,5%,13,3%,i,3%,9%,9%,5,-8%,
CC(C)(C)n1nc2c(c1NC(=O)c1ccc(S(=O)(=O)N3CCCC3)cc1)CSC2,6%,0,-7%,i,·,5%,·,5,-12%,
O=C(O)CSc1nnc(C2CC2)n1-c1ccccc1,6%,0,·,i,-4%,5%,2%,6,·,
CCCCN(CC)CCNC(=O)c1cc2c(=O)n(C)c3ccccc3c2n1C,0%,9,13%,·,6%,0%,4%,8,13%,
CCCOc1c(Br)cc(C(=O)NCC)cc1OC,25%,10,-1%,i,5%,-1%,10%,2,-6%,
c1ccc2c(c1)nc(N1CCOCC1)c1nnnn12,6%,8,4%,i,-3%,9%,2%,10,-3%,
CCCC1(CCC)NC(=O)N(CC(=O)Nc2ccccc2OC)C1=O,18%,6,-3%,i,-6%,-2%,·,0,-6%,
COC(=O)C1CCN(c2cc(=O)n(Cc3ccc(F)cc3)c(=O)[nH]2)CC1,·,7,·,i,-10%,·,17%,1,·,
Cc1cc(C)c(NC(=O)CS(=O)CC(=O)Nc2cccnc2)c(C)c1 (stereo not drawn),1%,7,5%,i,3%,1%,9%,0,1%,
O=C(CCC1CC(=O)Nc2ccccc21)NCc1cccnc1 (stereo not drawn),4%,4,-4%,i,-2%,-13%,·,6,-7%,
CCn1c(=O)c2c3c(sc2n2c(SCc4ccc(F)cc4)nnc12)CCCC3,2%,4,-21%,i,-6%,0%,8%,5,-22%,
CCC1Cc2c(nc3c4c(nc(N5CCOCC5)c(C#N)c24)NC(C)=N3)O1 (stereo not drawn),12%,4,7%,·,3%,5%,6%,3,-11%,PMK inhibit pilot replicates=5.5;Spn MK inh pilot replicates=1.0
COC(=O)[C@H](C(C)C)n1c(C)c(C(C)=O)c(C(C)=O)c1C,6%,20,0%,i,0%,-3%,·,4,0%,
C=C(C)Cn1c(NCCOC)nc2c1c(=O)[nH]c(=O)n2C,13%,13,-6%,i,1%,-6%,-8%,0,-12%,
N=C1C(c2nc3ccccc3s2)=C(O)CN1Cc1ccco1,-1%,2,-4%,i,2%,-1%,5%,4,-12%,

# The last two compounds of the part before come first, to join the parts:
SMILES,TNAP inhibition,PMK inhibit,KRASV12 cytotoxicity,DPM-DC inhibit,HT1080 cytotoxicity,Bfl-1 inhibitors,LYP inhibition,Spn MK inh,HPDE-C7 viability,others
C=C(C)Cn1c(NCCOC)nc2c1c(=O)[nH]c(=O)n2C,13%,13,-6%,i,1%,-6%,-8%,0,-12%,
N=C1C(c2nc3ccccc3s2)=C(O)CN1Cc1ccco1,-1%,2,-4%,i,2%,-1%,5%,4,-12%,
CCOC(=O)N1CCC(NC(=O)C2CCN(c3nc(-c4ccc(OC)cc4)no3)CC2)CC1,2%,2,-5%,i,·,-2%,8%,18,-12%,
c1ccn2c(CNc3ncnc4sccc34)nnc2c1,7%,17,1%,i,-4%,-4%,·,0,2%,
O=C(c1cnc2sccn2c1=O)N(Cc1ccccc1)c1ccccn1,18%,10,3%,i,-2%,-8%,12%,2,3%,
Cc1ccc(C2=N/C(=C/N3CCOCC3)C(=O)O2)cc1,18%,21,3%,i,-5%,-5%,-16%,12,0%,PMK inhibit pilot replicates=2.5;Spn MK inh pilot replicates=0.0;DPM-DC inhibit pilot screen %=11
CC1CCN(Cc2ccc(NC(=O)C3CCN(c4nnc(-n5cccc5)s4)CC3)cc2)CC1,15%,12,30%,i,0%,·,2%,8,20%,PMK inhibit pilot replicates=2.0;Spn MK inh pilot replicates=0.0;DPM-DC inhibit pilot screen %=0.0
CC12CN3CC(C)(CN(C1)C3c1ccc(Br)cc1)C2=O (stereo not drawn),5%,11,-19%,i,-10%,-8%,0%,2,-8%,
CCc1nn(CC(=O)NCCCN2CCc3ccccc3C2)c(=O)c2cc3sccc3n12,4%,8,17%,i,·,0%,5%,4,8%,PMK inhibit pilot replicates=6.0;Spn MK inh pilot replicates=2.5;DPM-DC inhibit pilot screen %=14
CCOC(=O)c1sc(NC(=O)c2ccc3ncsc3c2)nc1C,-3%,1,-1%,i,10%,6%,-2%,3,-7%,
CC1Cc2nc(SCC(=O)Nc3ccccc3F)n(C)c(=O)c2S1 (stereo not drawn),4%,9,-17%,i,-10%,6%,·,0,-30%,PMK inhibit pilot replicates=6.0;Spn MK inh pilot replicates=0.5;DPM-DC inhibit pilot screen %=5.0
COc1ccc(-c2ccc(-c3noc(-c4ccco4)n3)c(OC)n2)cc1,2%,1,10%,·,-2%,-5%,·,10,7%,
COc1ccc(C2C3=C(CC(C)(C)CC3=O)Oc3ncn(Cc4ccco4)c(=N)c32)cc1 (stereo not drawn),12%,1,-12%,i,32%,-9%,·,8,-13%,
NC(=O)c1ccc(-n2nnnc2SCC(=O)Nc2ccc(N3CCOCC3)c(Cl)c2)cc1,10%,12,-2%,i,4%,-6%,15%,9,5%,
COC(=O)Nc1ccc(S(=O)(=O)N2CCCc3ccccc32)cc1,2%,17,48%,i,53%*,-1%,15%,0,57%*,
O=C(Nc1ccccc1)OCC1CCCN2CCCCC12 (stereo not drawn),7%,7,10%,i,·,-4%,18%,3,2%,
Cn1c(-c2ccc3c(c2)OCO3)cnc1N,5%,11,8%,i,15%,2%,11%,1,4%,
Cc1nn(C)c(C)c1CNC(=O)c1cc2n(n1)C(C(F)(F)F)CC(c1cccs1)N2 (stereo not drawn),2%,0,12%,i,-6%,0%,10%,3,-6%,PMK inhibit pilot replicates=2.0;Spn MK inh pilot replicates=3.0;DPM-DC inhibit pilot screen %=0.0
Cc1nc2ccc(C(=O)O)cc2c2c1CC(C)S2 (stereo not drawn),8%,3,5%,·,-5%,8%,10%,9,7%,PMK inhibit pilot replicates=1.5;Spn MK inh pilot replicates=0.0
